Myeloid diff 2 – myeloid differentiation induction | actives 1% (n = 360,000) | ER-HoxA9 myeloid progenitors, lysozyme-GFP differentiation, flow cytometry | calls only at 10 µM;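 active = normalized GFP-positive differentiation at or above the plate's own cutoff, the solvent-only control mean plus 3 SD; inconclusive = no clear call, values can overlap the other calls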;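 note: cells exposed to compound for four days before flow analysis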
MgcRacGAP inhibition – MgcRacGAP GTPase-activating activity inhibitors, confirmation, biochemical, ADP Hunter fluorescence; one-dose inhibition, % at 30 µM; IC50 in µM for titrated hits; MgcRacGAP-stimulated Rac1 GTP hydrolysis, ADP Hunter fluorescence; higher % means a stronger effect; GST-tagged Rac1 F28L mutant substrate; actives 0.6% (n = 340,000);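 active = first-screen hits whose inhibition reached a set limit at any dose in the follow-up dose series; inconclusive = inhibition above the set first-screen limit but never retested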;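 note: fluorescence reports GDP produced by GAP-driven GTP hydrolysis; strong numbers were not always called active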
Myeloid diff 2 GFP+ MAC1+ % – also measured in Myeloid diff 2; calls as there; GFP+ MAC1+ double positive, %; measured here: differentiation confirmed by MAC1 staining
* marks the source's active call; other numbers are inactive results; i = inactive; u = inconclusive; x = no result given; + = active, no number.

SMILES	Myeloid diff 2	Myeloid diff 2 GFP+ MAC1+ %	MgcRacGAP inhibition
COc1ccc(NC(=O)C[C@H]2C(=O)N(c3ccc(Br)cc3)C[C@@H]2c2ccc(OC)cc2)cc1	i	0.5	15.9%
COc1ccccc1N1CCN(CCCN2CC(=O)N3CCCCC3C2=O)CC1 (stereo not drawn)	i	0.6	-2.7%
CCOc1ccc(NC(=O)CSc2nc3ccsc3c(=O)n2Cc2ccc(C(=O)O)cc2)cc1	i	0.5	6.5%
O=C(CSc1nnc2ccccn12)Nc1ccccc1[N+](=O)[O-]	i	1.4	7.7%
C[C@@H]1CN([C@H](C)CO)C(=O)c2cc(-c3ccc(C#N)cc3)cnc2O[C@H]1CN(C)C(=O)c1ccccc1	i	0.2	12.5%
CCCN(C)C[C@H]1Oc2ncc(Br)cc2C(=O)N([C@@H](C)CO)C[C@@H]1C	i	0.5	3.1%
CC(=O)Nc1ccccc1-c1ccccc1[N+](=O)[O-]	i	2.7	-0.1%
C[C@@H]1CNC(=O)c2c(C(=O)Nc3cccc(Cl)c3)ncn21	i	0.5	9.8%
COC(=O)c1cccc(-n2c(C)cc(/C=C3\SC(=O)NC3=O)c2C)c1	i	1.2	13.6%
Cn1nnc2cc(NC(=O)Nc3ccccc3F)ccc21	i	1.5	4.6%
CN(C(=O)c1cccc(NC(=O)Cc2ccc(NC(=O)C3CCCN(C(=O)C4CC4)C3)cc2)c1)C1CCCCC1 (stereo not drawn)	i	0.5	8.9%
NCC(=O)NCC(=O)NC1(C(=O)O)CCCC1	i	0.4	3.3%
COC(=O)c1ccc(CNC(=O)Cn2cc(C)c(=O)[nH]c2=O)cc1	i	0.6	5.8%
CC(=O)Nc1cccc2cc(O)ccc12	i	1.5	36.8µM*
COc1ccccc1-c1cccc([C@@H]2C[C@H]3[C@H](CON3C)CN2C)c1	i	0.7	7.8%
O=S(=O)(c1cnccc1N1CCN(CCO)CC1)N1CCCC1	i	0.3	3.7%
Cc1ccc(O)c(CN(C)Cc2cc(C)ccc2O)c1	i	0.7	-9.0%
O=C1NC(=O)/C(=C\c2ccc(Cl)cc2Cl)N1	i	0.8	3.8%
CC(=O)N1CCN(C(=O)c2cc3c(s2)CCCC3)CC1	i	1.8	-4.4%
CCCCN1C[C@H](C)[C@@H](CC(=O)Nc2ccc(OC)cc2)C1=O	i	0.3	15.3%
Nc1cc(Br)cc2c1[nH]c(=O)c1ccccc12	i	0.8	11.6%
O=C1NC(=O)C(Cc2ccc(Cl)cc2)(c2ccccc2)N1 (stereo not drawn)	i	1.3	8.3%
CCOC(=O)c1cc(OCC)c2c(ccc3ccccc32)n1	i	0.4	9.6%
CC(OC(=O)c1ccc2c(c1)OCO2)C(=O)NC1CCCCC1 (stereo not drawn)	i	0.6	5.0%
O=C1OC(CN(Cc2ccccc2)Cc2ccccc2)CN1N=Cc1ccc([N+](=O)[O-])o1 (stereo not drawn)	i	2.2	3.8%
Nc1ccc2c(c1)Cc1cc(N)c(Br)cc1-2	i	1.1	7.57µM*
O=[N+]([O-])c1ccc(N2CCCC2)c([N+](=O)[O-])c1	i	0.7	6.4%
O=C(c1ccoc1)N1CCN(c2cc(-c3ccncc3)nc3cc(-c4cccc(Cl)c4)nn23)CC1	i	1.4	16.0%
COc1ccc(/C=C2\SC(=Nc3ccccc3Cl)NC2=O)c(OC)c1	i	1.6	21.0%
CC(C)C[C@@H](CN1CCCC1CN1C(=S)NC[C@@H]1Cc1ccc(O)cc1)N1C[C@H](Cc2ccccc2)N(CCc2ccccc2)C1=S (stereo partly drawn)	i	1.8	7.6%

4 of these compounds, reformatted:
Each structure is followed by: Myeloid diff 2	Myeloid diff 2 GFP+ MAC1+ %	MgcRacGAP inhibition
C[C@@H]1CN([C@H](C)CO)C(=O)c2cc(-c3ccc(C#N)cc3)cnc2O[C@H]1CN(C)C(=O)c1ccccc1
  i	0.2	12.5%
Cc1ccc(O)c(CN(C)Cc2cc(C)ccc2O)c1
  i	0.7	-9.0%
O=C1NC(=O)/C(=C\c2ccc(Cl)cc2Cl)N1
  i	0.8	3.8%
COc1ccc(NC(=O)C[C@H]2C(=O)N(c3ccc(Br)cc3)C[C@@H]2c2ccc(OC)cc2)cc1
  i	0.5	15.9%

Some of the entries so far, with two lines to a compound:
Every second line gives: Myeloid diff 2, Myeloid diff 2 GFP+ MAC1+ %, MgcRacGAP inhibition
> Cc1ccc(O)c(CN(C)Cc2cc(C)ccc2O)c1
  i, 0.7, -9.0%
> O=C1NC(=O)/C(=C\c2ccc(Cl)cc2Cl)N1
  i, 0.8, 3.8%
> CC(=O)N1CCN(C(=O)c2cc3c(s2)CCCC3)CC1
  i, 1.8, -4.4%
> CCCCN1C[C@H](C)[C@@H](CC(=O)Nc2ccc(OC)cc2)C1=O
  i, 0.3, 15.3%
> Nc1cc(Br)cc2c1[nH]c(=O)c1ccccc12
  i, 0.8, 11.6%

Following part.
SMILES	Myeloid diff 2	Myeloid diff 2 GFP+ MAC1+ %	MgcRacGAP inhibition
CCCCCC(=O)N1C[C@H](O)[C@@H](n2cc(COC(=O)c3ccccc3)nn2)C[C@@H]1c1ccc(C)cc1	i	1.2	9.1%
C[C@@H]1CN([C@H](C)CO)S(=O)(=O)c2ccc(Br)cc2O[C@H]1CN(C)C(=O)Nc1cccc(F)c1	i	0.9	-9.2%
CCOC(=O)C1CCCN(C(=O)C2CCN(S(=O)(=O)c3ccc(Cl)c(C(F)(F)F)c3)CC2)C1 (stereo not drawn)	i	1.8	5.8%
O=C(Nc1ccccc1Cl)c1ccc(C(=O)Nc2ccccc2Cl)cc1	i	1.1	3.7%
Cc1cn(CC(=O)N[C@H](CO)Cc2c[nH]c3ccccc23)c(=O)[nH]c1=O	i	0.3	11.0%
COc1ccccc1NC(=O)CN1CCN(c2ccc(F)cc2)CC1	i	0.5	9.9%
O=C(CSc1ccccc1)NC1CC1	i	0.6	13.5%
OCC1OC(n2cnc3c(=S)nc[nH]c32)CC1O (stereo not drawn)	u	x	-1.2%
c1ccc2sc(N3CCCCC3)nc2c1	i	1.8	2.1%
O=C1Nc2ccccc2C1=NN1CCCCCC1	i	1.6	-3.3%
O=[N+]([O-])c1ccc(COc2ccccc2CN2CCCCC2)cc1	i	0.4	4.2%
Cc1cccc(NC(=O)CN2CCN(C(=O)CNC(=O)c3ccc(-c4ccccc4)cc3)CC2)c1C	i	2.1	13.0%
CC(C)(C)OC(=O)N1CCC(C(=O)Nc2cccc(C(=O)N3CCCC3)c2)CC1	i	1.3	10.9%
O=C(NC1CCS(=O)(=O)C1)c1cc2c(=O)n3ccccc3nc2n1Cc1ccccc1 (stereo not drawn)	i	1.2	0.0%
O=CN1CCN(C=O)C(O)C1O (stereo not drawn)	i	0.6	0.8%
COc1ccccc1C(=O)NNC(=O)c1ccc(O)cc1	i	0.8	3.5%
Nc1c(OS(=O)(=O)c2ccccc2)cccc1OS(=O)(=O)c1ccccc1	i	0.4	2.1%
C1=CC2(C=C1)OC21CCC2(C=CC3(C2)OC3C2CCCCC2)CC1 (stereo not drawn)	i	1.1	13.5%
C[C@@H]1CN([C@H](C)CO)C(=O)c2cc(Br)cnc2O[C@@H]1CN(C)C(=O)C1CCOCC1	i	1.3	8.6%
CC1(C)CC(NC(=O)c2ccccc2NS(=O)(=O)c2ccc(Br)cc2)CC(C)(C)N1	i	1.0	13.3%
COCOCCn1cc(CN2CCS(=O)(=O)N(Cc3ccc(-c4cccc(N(C)C)c4)cc3)C(C(C)C)C2=O)nn1 (stereo not drawn)	i	0.4	6.9%
Cc1ccc2nc3n(c(=O)c2c1)-c1cc2ccccc2cc1C(=O)NC3CC(C)C (stereo not drawn)	i	0.5	11.0%
Cc1cc(C)c(C(=O)c2cccs2)c(C)c1	i	1.2	-3.9%
Nc1nc2cc(Cl)c(Br)cc2o1	i	0.6	1.1%
COc1cc(OC)cc(C(=O)NNC(=O)C2CCC2)c1	i	1.6	19.5%
CCOC(=O)C1(C)NC(c2ccc(OC)c(OC)c2)C2C(=O)N(c3cccc(C(C)=O)c3)C(=O)C21 (stereo not drawn)	i	1.5	6.8%
COc1ccc(C=C2CS(=O)(=O)CC(=Cc3ccc(OC)cc3)C2=O)cc1	i	0.5	8.4%
CN1C(=O)c2ccccc2Cc2c(NCc3ccccc3)ncnc21	i	0.6	1.9%
Cc1ccc(C(=O)C=Cc2cccc(C)c2)cc1	i	0.8	2.1%
CCOc1ccc(S(=O)(=O)N2CCN(C(=O)c3oc4ccccc4c3C)CC2)cc1	i	1.0	1.3%
COC(=O)[C@@H](Cc1c[nH]c2ccccc12)NCc1cccc(B(O)O)c1	i	0.4	3.8%
O=C(/C=C/c1ccc(Cl)cc1)N1CCN(CCN2C(=O)c3cccc4cccc(c34)C2=O)CC1	i	0.5	6.8%
CCN1C(=O)[C@H]2[C@@H](c3ccc(C)cc3)N[C@]3(CCCN(CCC(C)C)C3=O)[C@H]2C1=O	i	0.7	19.0%
O=C1CSCc2nc3ccccc3n21	i	0.8	-2.4%
O=C(c1ccc2c(c1)OCO2)c1ccc[nH]1	i	0.3	1.7%
Brc1ccc(-c2nc3c4ccccc4ccn3c2Cc2ccccc2)cc1	i	1.2	14.7%
CCOC(=O)C1(c2ccccc2)CCCNC1=O (stereo not drawn)	i	0.8	2.7%
COc1ccc2nc(N3C(=O)C(O)=C(C(=O)c4ccco4)C3c3ccc(OC)c(OC)c3)sc2c1 (stereo not drawn)	i	1.7	25.0%
Cc1ccc(C2C(C(=O)c3cc4ccccc4o3)=C(O)C(=O)N2CCN(C)C)o1 (stereo not drawn)	i	1.0	12.3%
C[C@H]1CN([C@@H](C)CO)C(=O)CCCn2nncc2CO[C@H]1CN(C)S(=O)(=O)c1ccc2ccccc2c1	i	1.1	10.5%
CCCCCCN1C[C@@H](n2cc(C3CC3)nn2)[C@H](O)C[C@@H]1c1ccc(C)cc1	i	0.5	12.5%
O=C(O)C(Cc1ccc(OS(=O)(=O)Cc2ccccc2)cc1)NS(=O)(=O)Cc1ccccc1 (stereo not drawn)	i	0.6	0.3%
Cc1csc(CN(C)C(=O)CC2C(=O)NCCN2Cc2ccccc2C)n1 (stereo not drawn)	i	0.7	6.2%
CNc1ccccc1C(=O)OCC(=O)N1CCc2ccccc2C1	i	0.7	16.7%
Cc1noc(C)c1S(=O)(=O)N(C)C[C@H]1OCCCC[C@@H](C)Oc2ccc(NS(=O)(=O)c3cn(C)cn3)cc2C(=O)N([C@H](C)CO)C[C@@H]1C	i	0.5	17.1%
CN(C)c1ccc(C(=N)Cc2ccc3ccccc3n2)cc1	+	4.5*	4.6%
CN(C)c1ncnc2c1C(c1ccccc1)C(C)(C)O2 (stereo not drawn)	i	1.6	0.3%
Cc1ccc([C@H]2N[C@]3(CCCN(Cc4ccc(Cl)cc4)C3=O)[C@H]3C(=O)N(Cc4ccccc4)C(=O)[C@@H]23)cc1	i	0.4	7.4%
NC(=S)NN=C1C=CCCC1	i	1.0	9.6%
CCNC(=O)N1C[C@H]2CON(C)[C@H]2C[C@H]1c1ccccc1Br	i	0.8	14.1%
Other results follow:
SMILES	Myeloid diff 2	Myeloid diff 2 GFP+ MAC1+ %	MgcRacGAP inhibition
O=C1CCCN1CCc1cccc2ccccc12	i	0.4	0.2%
Cc1nn(-c2ccccc2)c(C)c1NC(=O)COc1ccccc1C#N	i	1.1	11.9%
COc1ccc(C(=O)OCC(=O)N2CCN(S(=O)(=O)c3ccc(C)cc3)CC2)cc1[N+](=O)[O-]	i	1.1	2.4%
Cc1ccc(C(=O)Nc2ccccc2N2CCCCC2)cc1S(=O)(=O)N1CCOCC1	i	1.1	7.9%
Cc1ccc(C)c(S(=O)(=O)Nc2ccc(C(=O)NCCCN(C)C)cc2)c1	i	0.6	6.9%
O=C(NN(C(=O)c1ccccc1)c1cccs1)c1ccccc1	i	0.3	2.1%
O=C1C=CC(=O)c2c(O)c(N3CCN(CCO)CC3)c(Cl)c(O)c21	u	x	69.0%
COCCNC(=O)c1ccc(N2CC3CC(C2)c2cccc(=O)n2C3)c(NC(=O)c2ccc(C(C)(C)C)cc2)c1 (stereo not drawn)	i	0.5	3.0%
CCN(C(=O)COC(=O)/C=C/c1ccc(OC)c(OC)c1)c1c(N)n(Cc2ccccc2)c(=O)[nH]c1=O	i	1.3	4.3%
CC(C)(C)S(=O)(=O)N1Cc2ccc(CO)cc2[C@@H]1CCO	i	0.4	3.9%
NC(CSC1(c2ccc(Cl)cc2)c2ccccc2-c2ccccc21)C(=O)O (stereo not drawn)	i	1.2	-3.1%
COc1ccc(S(=O)(=O)N(C)C[C@@H]2OCCCC[C@@H](C)Oc3ccc(NS(=O)(=O)c4cccs4)cc3C(=O)N([C@H](C)CO)C[C@@H]2C)cc1	i	0.7	12.4%
COc1ccc(CCC(=O)OCC(=O)NC2CCCC2)cc1OC	i	2.3	3.5%
O=[N+]([O-])c1cccc(COc2cccc(CN3CCCC3)c2)c1	i	0.1	11.5%
CC(C)OC(=O)N(C)C[C@H]1OCc2cn(nn2)CCCC(=O)N([C@H](C)CO)C[C@@H]1C	i	0.3	14.3%
COc1cc(CC(=O)N2CCN(S(=O)(=O)c3ccc(C(C)C)cc3)CC2)cc(OC)c1OC	i	1.4	13.4%
COc1ccc(NC(=O)N(C)C[C@H]2Oc3ccc(NS(=O)(=O)c4cn(C)cn4)cc3C(=O)N([C@H](C)CO)C[C@@H]2C)cc1	i	0.2	4.4%
Cn1nc(SCc2ccccc2)c(=O)n(C(c2ccccc2)c2ccccc2)c1=O	i	1.0	1.6%
COC1OC(O)C(NC(=O)C(F)(F)F)CC1O (stereo not drawn)	i	1.5	4.0%
CCCCCCN1C[C@@H](n2cc(COC(=O)c3ccccc3)nn2)[C@H](O)C[C@@H]1c1ccc(Cl)cc1	i	1.5	8.5%

Screening results from PubChem BioAssay.

An excerpt; rates above refer to the full screens.
